Assay outcomes deposited in PubChem by National Center for Advancing Translational Sciences (NCATS).
TDP43 rescue – qHTS of TDP-43 Inhibitors; Potency, µM (highest dose often 46.1 µM), for inactives: top-dose growth rescue (activation), usual class: activators; AID 652104, 2013; TDP-43 expressing yeast growth rescue, BacTiter-Glo, 24 h; hit rate 1.8% among 410,000; note: potency is the fitted concentration of half-maximal effect; % of control where 0% means no effect; nearly all actives have a fitted effect of over 50% in size
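Luminescence from BacTiter-Glo reports growth of TDP-43-expressing yeast after 24 hr at 30 deg C with compound. Cells were raffinose-pregrown to mid-log, then seeded in galactose medium at OD600=0.02.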
D3 antag – qHTS of D3 Dopamine Receptor Antagonist: qHTS | D(3) dopamine receptor (Homo sapiens), P35462 | D3R cells, DiscoveRx beta-arrestin luminescence, antagonist mode; stronger effect = lower value | max response, negative = inhibition, % | hit rate 2.5% among 360,000; in the data active = max response below about -50%; inconclusive = no clear call, values can overlap the other calls; note: % is set by controls: 0 for no effect and ±100 for the full control effect; mostly tested at two doses, the higher about 12 µM
Target sequence (P35462 whole entry, looked up): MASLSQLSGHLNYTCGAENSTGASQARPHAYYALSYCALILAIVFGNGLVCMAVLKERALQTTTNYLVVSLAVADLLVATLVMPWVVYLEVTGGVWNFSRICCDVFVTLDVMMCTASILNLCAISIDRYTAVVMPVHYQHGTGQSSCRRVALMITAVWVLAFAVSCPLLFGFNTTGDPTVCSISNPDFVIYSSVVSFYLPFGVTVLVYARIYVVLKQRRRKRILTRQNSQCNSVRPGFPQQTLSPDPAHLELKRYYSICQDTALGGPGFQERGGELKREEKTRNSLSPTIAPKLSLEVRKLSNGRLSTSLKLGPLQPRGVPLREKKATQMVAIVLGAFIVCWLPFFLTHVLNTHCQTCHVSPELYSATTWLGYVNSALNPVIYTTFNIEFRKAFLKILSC
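Cells plated overnight at 1500 cells/well, then exposed to library compounds with dopamine controls for 90 minutes at 37 degrees C. DiscoveRx reagent added for 30–60 minutes at room temperature; luminescence read, quantitative HTS format.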
PTHR1 ag – qHTS for PTHR1 Agonists: Primary Screen; Parathyroid hormone/parathyroid hormone-related peptide receptor (Homo sapiens), Q03431; Potency, µM (highest dose often 115 µM), for the others: at the highest dose activation, hits mostly activators; hit rate 0.075% among 410,000; HEK293 GP2 PTHR1 cells, GloSensor cAMP luminescence, 1 h; note: potency is the fitted concentration of half-maximal effect; nearly all actives have a fitted effect of over 55% in size; some results filed as inactive show a strong effect at the top dose; inactives centre near -15; many of its hits are not listed in these tables
Target sequence (Q03431 whole entry, looked up): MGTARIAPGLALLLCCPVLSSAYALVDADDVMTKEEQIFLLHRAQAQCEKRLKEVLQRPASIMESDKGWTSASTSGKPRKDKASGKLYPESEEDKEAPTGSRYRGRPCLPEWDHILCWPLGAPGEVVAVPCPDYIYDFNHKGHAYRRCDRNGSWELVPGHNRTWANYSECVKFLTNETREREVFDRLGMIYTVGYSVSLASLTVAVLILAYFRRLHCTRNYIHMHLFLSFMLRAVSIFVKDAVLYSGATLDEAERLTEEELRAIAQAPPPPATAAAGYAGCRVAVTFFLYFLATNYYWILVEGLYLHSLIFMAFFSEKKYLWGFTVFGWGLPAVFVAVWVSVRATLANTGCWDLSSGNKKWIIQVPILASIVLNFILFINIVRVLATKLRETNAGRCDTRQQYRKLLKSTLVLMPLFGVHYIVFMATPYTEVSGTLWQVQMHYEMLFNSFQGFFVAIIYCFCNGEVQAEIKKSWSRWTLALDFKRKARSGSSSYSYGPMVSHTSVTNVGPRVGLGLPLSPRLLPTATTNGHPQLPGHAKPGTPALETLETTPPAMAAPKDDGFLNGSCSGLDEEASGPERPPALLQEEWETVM
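HEK-293-derived GP2 cells expressing PTHR1 and a GloSensor cAMP reporter, 3,000/well, plated overnight, given luciferin plus IBMX (each 0.5 mM as added) for 1 h at 37 °C, then compound for 1 h at 37 °C. Luminescence was read after 15 min at room temperature.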
D3 ag – qHTS of D3 Dopamine Receptor Agonist: qHTS. D(3) dopamine receptor (Homo sapiens), P35462. D3R DiscoveRx beta-arrestin cells, luminescence, 90 min. max activation, %. hit rate 0.58% among 410,000; in the data active = max activation above about 30%; note: 0% is about no effect; mostly tested at two doses, the higher about 12 µM
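Agonist mode: compounds and dopamine controls were applied to plated cells for 90 min at 37 degrees C after an overnight attachment at 1500 cells/well. Luminescent read-out followed 30 - 60 minutes at room temperature with DiscoveRx detection reagent.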
aSyn rescue – qHTS of alpha-syn Inhibitors. Yeast expressing alpha-synuclein, growth rescue, BacTiter-Glo, 24 h. AID 652106, 2013. hit rate 0.14% among 370,000. Potency, µM (titrated, usually from 46.1 µM), for inactives: at the top dose growth rescue (activation), most hits filed as activators; note: potency is the fitted concentration of half-maximal effect; % of control where 0% means no effect; nearly all actives have a fitted effect of over 65% in size
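Screening used galactose-induced yeast with toxic alpha-synuclein levels, exposed to compound for 24 hr at 30 deg C. Cell growth, read with BacTiter-Glo luminescence, gave the measured signal.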
HEK293 tox – qHTS of GLP-1 Receptor Inverse Agonists: Cytotox Screen; Potency, µM (doses to about 38.3 µM), inactives show at the highest dose activity change, negative = inhibition, most hits filed as inhibitors; AID 624418, 2012; hit rate 0.13% among 410,000; HEK293 cAMP-luciferase reporter cells, luminescence, 24 h;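 note: loss of luciferase light is scored as toxicity; potency is the fitted concentration of half-maximal effect; % is set by controls: 0 for no effect and ±100 for the full control effect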
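Luminescence readout: signal drop marks cytotoxicity. Plated cells grew 12 h at 37 °C, 5% CO2, received 23 nL compound for 24 h, then got luciferase reagent, read after 12 min at RT.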
GLP1R ag – qHTS of GLP-1 Receptor Agonists; hit rate 0.007% among 380,000; AID 624172, 2012; Glucagon-like peptide 1 receptor (Homo sapiens), P43220; HEK293 GLP-1R CRE-luciferase, luminescence, 4-6 h; cells express a hypersensitive GLP-1R form; Potency, µM (series often up to 45.6 µM), for the others: top-dose activation, usual class: activators; note: potency is the fitted concentration of half-maximal effect; % of control where 0% means no effect
KB-V1 cytotox – qHTS assay for MDR1-selective chemotherapeutics: Primary screen using the drug-selected MDR subline cells KB-V1 | Potency, µM (series often up to 46.1 µM), for inactives: top-dose activity change, negative = cytotoxicity, actives largely listed as cytotoxic | hit rate 3.4% among 400,000 | AID 1347076, 2019 | KB-V1 MDR cells viability, CellTiter-Glo, 72 h; note: potency is the fitted concentration of half-maximal effect; % is set by controls: 0 for no effect and ±100 for the full control effect; nearly all actives have a fitted effect of over 60% in size
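Readout: CellTiter-Glo luminescence, 10 min after addition. Cells: KB-V1 MDR subline, 72 h at 37 degrees C with compound. Analysis: corrected, normalized data fitted to concentration-effect curves.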
GLP1R inv ag – qHTS of GLP-1 Receptor Inverse Agonists (Inhibition Mode); hit rate 1.6% among 410,000; HEK293 GLP-1R CRE-luciferase, luminescence, 24 h; GLP-1R form is constitutively active; Glucagon-like peptide 1 receptor (Homo sapiens), P43220; AID 624417, 2012; Potency, µM (doses to about 38.3 µM), for the others: at the top dose activity change, negative = inhibition, hits mostly inhibitors; note: potency is the fitted concentration of half-maximal effect; % is set by controls: 0 for no effect and ±100 for the full control effect; nearly all actives have a fitted effect of over 55% in size
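qHTS in 1536-well format: reporter HEK293 cells expressing constitutive GLP-1R activity in DMEM + 10% Nu serum, 24 hr with compounds at 37 deg C, luminescence read after 12 min with detection reagent.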
* hit, by the source's call; i = inactive; ? = inconclusive; nt = no result given; [ ] = another dose, or the depositor's remark. Unless noted, calls come from the whole dose curve; as a rule, active = well fitted curve in the direction sought with a large enough effect; inconclusive = small, poorly fitted or top-dose-only effect, or another doubt; inactive = no such curve, though single readings can be large; an effect the other way counts as inactive or inconclusive. A portion of the library; the hit share may differ from the screen's.

SMILES	TDP43 rescue	D3 antag	PTHR1 ag	D3 ag	aSyn rescue	HEK293 tox	GLP1R ag	KB-V1 cytotox	GLP1R inv ag
O=C(NC1CCCCC1)c1cc(-c2cccs2)on1	18%	5	-8%	3	2%	5%	10%	-1%	14%
COc1cc(C2C(=O)N(C3CCCCCC3)CC(=O)N2CCC2=CCCCC2)ccc1OC(C)C (stereo not given)	-12%	nt	-17%	7	nt	7%	nt	nt	4%
O=C(CSC(=S)N1CCCC1)Nc1ncc(Cl)cc1Cl	-2%	0	i	5	-6%	6%	5%	-4%	-3%
O=C(NCCc1ccc(Cl)cc1)Nc1ccc(F)cc1	-13%	-21	?	-23	-5%	8%	6%	-19%	?
O=C(NCCCn1ccnc1)c1ccc(Br)s1	11%	0	i	2	1%	0%	3%	15%	5%
COC(=O)c1ccccc1NC(=O)Nc1ccc(C)cn1	-9%[0.397 µM]	19	i	-6	3%	-10%	4%	?	29%
Cc1ccc(COc2ccsc2C(=O)NN)cc1	9%[9.22 µM]	-3	-28%	0	10%	14%[7.66 µM]	16%	22%	24%[7.66 µM]
CCCc1cc(=O)[nH]c(SCC(=O)N(Cc2ccccc2)C(C)C)n1	5%	16	i	-1	3%	1%	0%	-20%	-7%
O=C(NCc1ccccc1)C(=O)Nc1cccc(C(=O)O)c1	-3%	1	-12%	1	-2%	2%	-6%	?	4.5µM*
CC(C)(C)OC(=O)N1CCC(NC(=O)c2nc[nH]c2C(=O)NCc2ccccc2)CC1	17%	25	i	7	0%	1%	11%	33%	-16%
Cc1ccc(C#CC(C)(O)C(C)(C)C)cn1 (stereo not given)	-1%	15	-23%	0	-6%	-18%	-6%	2%	12%
Cc1noc(C)c1C(=O)NC1CCCc2ccccc21 (stereo not given)	-12%	22	-10%	3	8%	2%	-4%	-1%	-25%
O=C(COC(=O)C1CCC(=O)N1)Nc1cccc([N+](=O)[O-])c1 (stereo not given)	10%	2	-25%	-2	-6%	-2%	-6%	0%	5%
CC(C)CNS(=O)(=O)c1ccc(CCC(=O)NCc2cccnc2)cc1	0%	-15	21%	0	-1%	1%	3%	16%	0%
O=C(CCS(=O)(=O)c1cccs1)Nc1ccc(C(=O)NCc2cccs2)cc1	-12%	-27	-35%[inhibitor][57.5 µM]	11	-11%	4%	14%	?	0%
Cc1c(NC(=O)COC(=O)/C=C/c2cccc(Br)c2)c(=O)n(-c2ccccc2)n1C	13%	12	-52%[inhibitor]	1	1%	-11%	-4%	?	17%
COc1ccc2c(C)c(CCC(=O)NCc3ccc(C)cc3)c(=O)oc2c1	15%	nt	-24%	-16	nt	1%	nt	16%	0%
CCCn1c(N)c(C(c2ccc(C(=O)OC)cc2)N2CCN(c3ccccc3)CC2)c(=O)[nH]c1=O (stereo not given)	0%	4	-31%[inhibitor]	1	-4%	-10%	-8%	6%	0%
CCCCNC(=O)CSc1nnc(Cc2ccc(Cl)c(Cl)c2)c(=O)[nH]1	-19%	-10	i	4	1%	0%	4%	?	-7%
Cc1ccccc1C(=O)NC1CCN(Cc2ccccc2)CC1	-2%	-16	i	-17	2%	1%	2%	-6%	2%
CCOC(=O)N1CCC(=NNc2ccc(S(N)(=O)=O)cc2[N+](=O)[O-])CC1	5%	-8	i	10	3%	-5%	16%	?	20%
CCCCCCC(=O)N(O)C1CC(=O)N(c2ccc(Br)cc2)C1=O (stereo not given)	-30%	-22	i	4	-60%[inhibitor]	-18%	-6%	-4%	0%
CCOc1ncccc1C(=O)Nc1cc(S(=O)(=O)N2CCCCC2)ccc1OC	-7%	8	i	3	4%	-4%	18%	-4%	4%
CCOC(=O)C1=CCC(c2ccccc2)N(S(=O)(=O)c2ccccc2)C1 (stereo not given)	-6%	0	-1%	-11	0%	4%	-1%	-4%	-20%
COc1cc(C2N(c3cccc(Cl)c3)C(=O)C3CCCN32)cc(OC)c1OC (stereo not given)	3%	3	14%	0	4%	4%	-2%	-6%	12%
CCCCN(C(=O)CSCc1ccc(C)cc1)c1c(N)n(CCC)c(=O)[nH]c1=O	6%	20	i	2	1%	13%	-7%	2%	8%
CCN(CC)S(=O)(=O)c1cc(C(=O)OC(C)C(=O)NCc2ccco2)ccc1C (stereo not given)	-3%	3	-19%	1	0%[1.84 µM]	-20%	5%	-6%	-15%
Cc1ccc(S(=O)ONc2cccc(NOS(=O)c3ccc(C)cc3)c2)cc1 (stereo not given)	-6%	-2	-11%	2	2%	1%	-3%	-19%	-21%
CC(C)N1CCc2c(sc(NC(=O)c3ccc(S(=O)(=O)N4CCCCC4C)cc3)c2C(N)=O)C1 (stereo not given)	5%	-5	i	-4	0%	?	7%	18%	14%
CCCC(=O)N(Cc1cc(=O)[nH]c2ccccc12)c1ccccc1	0%	4	i	1	2%	37%[activator]	4%	4%	4%
CCOC(=O)C1CCCN(S(=O)(=O)CCNC(=O)c2ccc(F)cc2)C1 (stereo not given)	-13%	6	i	10	-3%	-1%	5%	2%	-3%
COC(=O)c1cnn(-c2ccc(C)c(C)c2)c1-n1cccc1	1%	25	-19%	-10	-3%	-1%	-4%	2%	0%
CC(=O)N1CCN(C(=O)c2ccc(NS(=O)(=O)c3cc(C)ccc3C)cc2)CC1	9%	12	-1%	-2	-3%	-3%	-6%	4%	?
N#Cc1ccsc1NC(=O)CN1CCN(Cc2ccccc2)CC1	-8%	-23	i	-2	-2%	-5%	16%	-3%	2%
COc1ccc(NS(=O)(=O)c2ccc(F)cc2F)cn1	4%	-14	-10%	6	0%	3%	1%	10%	-7%
CCCN1CCC(=O)NC1=S	-11%	10	i	5	9%	-4%	5%	-9%	6%
O=C(Cn1cc(S(=O)(=O)Cc2ccccc2F)c2ccccc21)Nc1ccc(F)c(Cl)c1	?	nt	-28%	4	nt	-16%	nt	?	?
O=[N+]([O-])c1cccc(/C=N/NC2=NS(=O)(=O)c3ccccc32)c1	-10%	0	?	-10	-9%	5%	?	23%	6%
O=C(OCC(=O)c1ccccc1)C1=NN(c2ccccc2)C(=O)CC1	-25%	-7	-3%	-6	1%	15%	3%	nt	22%
Cn1ccnc1SCC(=O)Nc1cccc(S(=O)(=O)N2CCCCC2)c1	9%	12	i	2	3%	-2%	8%	?	-9%
CCN(Cc1ccccc1)C(=O)c1cc(S(=O)(=O)N2CCOCC2)cn1C	-3%	-2	-17%	5	-7%	-3%	6%	-28%	11%
CCc1ccccc1NC(=O)CSc1nnc(-c2ccc(OC)cc2)s1	14%	nt	i	-7	nt	0%	nt	-3%	10%
Cc1ccc(S(=O)(=O)NNC(=O)CCC(=O)Nc2ccccc2Cl)cc1	7%	-22	-11%	-4	-3%	1%	4%	-10%	10%
C[N+](C)(C)CC=O	14%	20	i	6	?	5%	?	3%	-6%
O=C(N/N=C/c1ccc([N+](=O)[O-])o1)c1cc(-c2ccc(-c3ccccc3)cc2)nc2ccccc12	-20%[9.22 µM]	?	-9%	-12	11%	-15%	6%	-16%	-21%
Cc1ccc(/C=N/Nc2nc3ccccc3s2)o1	11µM*	17	-36%[inhibitor]	1	0%	?	-1%	-3%	?
Cc1ccccc1NC(=O)Cc1nc(COC(=O)/C=C/c2ccc(F)cc2)cs1	3%	10	i	0	1%	2%	-1%	-16%	13%
CNC[C@H](NC[C@@H](NCCCc1ccccc1)c1ccccc1)[C@H](C)O	16%	15	-16%	6	-2%	1%	1%	12%	-17%
Nc1cc(=O)[nH]c(=O)n1Cc1ccccc1	?	-6	-20%	3	0%	5%	0%	-6%	4%
Cc1ccccc1NC(NC(=O)c1cccnc1)C(Cl)(Cl)Cl (stereo not given)	-5%	-14	-34%[inhibitor]	1	2%	8%	-1%	?	?
CCOc1ccccc1NS(=O)(=O)c1cnc(N)nc1	22%	nt	18%	0	nt	3%	nt	nt	4%
S=c1nc(-c2csc3c2CCCC3)[nH][nH]1	25%	-10	-32%[inhibitor]	-2	12%	-13%	3%	-29%	7%
Cc1nc(C(=O)Nc2cc(F)cc(Cl)c2)sc1C1(C)CC(c2ccccc2)=NO1 (stereo not given)	13µM*	8	-92%[inhibitor]	41*	1%	?	5%	-23%	?
Cc1cc2ncn(C3CC(=O)N(Cc4ccccc4)C3=O)c2cc1C (stereo not given)	-17%	6	-3%[57.5 µM]	4	-1%	-10%	0%	0%	10%
O=C(NCCc1csc2nc(-c3ccccc3F)nn12)c1ccco1	0%	nt	-96%[inhibitor]	6	nt	1%	nt	-5%	22%
O=c1[nH]c(=S)[nH]c2c1C(c1ccc(F)cc1)OC(CCOCc1ccccc1)C2 (stereo not given)	5%	-13	i	5	-11%	10%	-10%	12%	1%

3 entries from above, arranged by molar mass, falling:
SMILES	TDP43 rescue	D3 antag	PTHR1 ag	D3 ag	aSyn rescue	HEK293 tox	GLP1R ag	KB-V1 cytotox	GLP1R inv ag
Cc1nc(C(=O)Nc2cc(F)cc(Cl)c2)sc1C1(C)CC(c2ccccc2)=NO1 (stereo not given)	13µM*	8	-92%[inhibitor]	41*	1%	?	5%	-23%	?
O=c1[nH]c(=S)[nH]c2c1C(c1ccc(F)cc1)OC(CCOCc1ccccc1)C2 (stereo not given)	5%	-13	i	5	-11%	10%	-10%	12%	1%
O=C(NCCc1csc2nc(-c3ccccc3F)nn12)c1ccco1	0%	nt	-96%[inhibitor]	6	nt	1%	nt	-5%	22%
